Growth percent in the NCI-60 one-dose screen (48 h, 10 µM unless noted): 100 = growth as untreated, 0 = no growth, -100 = all killed.
IGROV1 – IGROV1 ovarian cancer; AID 1794786; 79,000 compounds, 4.7% hits
UO-31 – UO-31 renal cancer. 81,000 compounds, 5.2% hits. AID 1794768
SK-OV-3 – SK-OV-3 ovarian cancer cells; 80,000 compounds, 3.2% hits; AID 1794785
TK-10 – TK-10 renal cancer cells | 81,000 compounds, 3.9% hits | AID 1794769
OVCAR-5 – OVCAR-5 ovarian cancer; 82,000 compounds, 2.9% hits; AID 1794783
OVCAR-4 – OVCAR-4 ovarian cancer cells | 80,000 compounds, 3.7% hits | AID 1794784
786-0 – 786-0 renal cancer cells | 81,000 compounds, 5.1% hits
SN12C – SN12C renal cancer cells; 81,000 compounds, 3.8% hits; AID 1794767
* hit, by the source's call; nt = not tested or not shown; & = joins results of further samples. The calls were made as follows: active = growth percent below 10; inactive = the rest.

Structure	IGROV1	UO-31	SK-OV-3	TK-10	OVCAR-5	OVCAR-4	786-0	SN12C
O=C(/C(=C/c1cccc(Cl)c1)c1ccccc1)c1ccccc1	95	72	120	nt	118	85	93	90
Cc1ccc(-c2c(O)c(Br)c(-c3ccc(C)cc3C)c(O)c2Br)c(C)c1	115	98	103	107	112	99	93	100
NS(=O)(=O)c1ccc(N=C2NC(=O)/C(=C/c3coc4ccccc4c3=O)S2)cc1	104	111	100	107	110	118	103	101
COc1ccc(/C=c2\sc3n(c2=O)C2C(NN=3)N(C)C(=O)N2C)cc1 (stereo not given)	40	46	nt	55	55	51	23	42
O=C(CN1CCNCC1)NNc1ncnc2ccccc12	112	86	114	nt	105	105	101	97
CCN(CC)CCCNCCN(CC)CC	108	94	102	99	115	117	103	97
CC(=O)C(/C=N/C(N)=O)=C(/C)O	114	91	nt	105	109	114	104	105
O=C(c1ccccc1)c1c(-c2ccccc2)oc2c1CNC1C(O)=CC=CC21 (stereo not given)	56	75	83	110	93	79	85	81
COc1cc(-c2ccccc2)c(-c2nc(-c3ccccc3)c(-c3ccccc3)n2CC(C)C)cc1OC	53	46	89	87	76	93	87	72
O=S(=O)(O)c1ccc(N=Nc2c(O)ccc3cc(Br)ccc23)cc1	104	88	98	99	100	106	109	102
O=S(=O)(NCCNc1nccc(-c2c(-c3cccc(O)c3)nc3sccn23)n1)c1ccc(F)cc1	64	83	86	108	107	103	77	64
C=C1c2nc3ccccc3n2C=C(c2ccc(OC)cc2)N1Cc1cccc(OC)c1	74	80	108	122	87	92	85	110

4 entries from above, as labelled records.
O=C(/C(=C/c1cccc(Cl)c1)c1ccccc1)c1ccccc1
  IGROV1 = 95	UO-31 = 72	SK-OV-3 = 120	TK-10 = nt	OVCAR-5 = 118	OVCAR-4 = 85	786-0 = 93	SN12C = 90

Cc1ccc(-c2c(O)c(Br)c(-c3ccc(C)cc3C)c(O)c2Br)c(C)c1
  IGROV1 = 115	UO-31 = 98	SK-OV-3 = 103	TK-10 = 107	OVCAR-5 = 112	OVCAR-4 = 99	786-0 = 93	SN12C = 100

NS(=O)(=O)c1ccc(N=C2NC(=O)/C(=C/c3coc4ccccc4c3=O)S2)cc1
  IGROV1 = 104	UO-31 = 111	SK-OV-3 = 100	TK-10 = 107	OVCAR-5 = 110	OVCAR-4 = 118	786-0 = 103	SN12C = 101

COc1ccc(/C=c2\sc3n(c2=O)C2C(NN=3)N(C)C(=O)N2C)cc1 (stereo not given)
  IGROV1 = 40	UO-31 = 46	SK-OV-3 = nt	TK-10 = 55	OVCAR-5 = 55	OVCAR-4 = 51	786-0 = 23	SN12C = 42

The list continues:
Structure	IGROV1	UO-31	SK-OV-3	TK-10	OVCAR-5	OVCAR-4	786-0	SN12C
CN(C)N=Nc1ccc(-c2ccc(N=NN(C)C)cc2)cc1	100	81	95	104	80	96	105	85
CCCCCC(C)NCCOC(=O)c1ccc([N+](=O)[O-])cc1 (stereo not given)	106	94	98	95	94	96	97	95
O=c1[nH]c(O)c(/C=C2\C=c3ccccc3=N\C2=N\c2nc3ccccc3s2)s1	60	51	nt	163	96	100	87	94
CC[C@]12C=CCN3CC[C@@]4(c5ccc(OC)cc5N(C)[C@H]4[C@@](O)(C(=O)OC)[C@@H]1OC(=O)CCCOc1cc(O)c4c(=O)cc(-c5ccccc5)oc4c1)[C@@H]32	78	76	97	105	99	94	102	97
CC(=O)c1sc(/N=C2\NC(=O)/C(=C3/C(=O)N(Cc4ccccc4)c4ccccc43)S2)nc1C	104	87	100	104	99	89	99	98
Clc1cccc(C2Oc3ccc(Cl)cc3C3CC(c4cccs4)=NN32)c1 (stereo not given)	50	45	82	106	104	72	97	85
Cc1ccc(S(=O)(=O)Nc2nc(Nc3ccc(Cl)cc3)c(C#N)c(-c3ccc(Cl)cc3)n2)cc1	74	82	112	97	108	57	50	83
CN1C(=O)N(C)C2C1NC(=O)N2/N=C/C=C/c1ccccc1[N+](=O)[O-] (stereo not given)	98	82	100	92	91	98	96	99
COC(=O)C(Br)C(O)c1ccccc1 (stereo not given)	106	92	120	105	102	101	102	101
O=C(CC(=O)N/N=C/c1ccc2c(c1)CCC2)N/N=C/c1ccc2c(c1)CCC2	108&108	85&72	111&76	112&109	105&101	101&49	101&100	94&92
Nc1nonc1-c1nc2ccccc2n1CC(=O)NCc1ccc(F)cc1	98	85	111	95	94	103	97	101
O=C(O)c1ccc(O)c([N+](=O)[O-])c1	117	113	99	116	97	110	106	107

Next section, starting with the last two of the part before.
Structure	IGROV1	UO-31	SK-OV-3	TK-10	OVCAR-5	OVCAR-4	786-0	SN12C
Nc1nonc1-c1nc2ccccc2n1CC(=O)NCc1ccc(F)cc1	98	85	111	95	94	103	97	101
O=C(O)c1ccc(O)c([N+](=O)[O-])c1	117	113	99	116	97	110	106	107
CCCCCc1ccc(S(=O)(=O)Nc2cccc(-c3csc(N4CCN(C)CC4)n3)c2)cc1	89	64	83	130	79	83	90	88
N#C/C(=C\C=C\c1ccc(-c2ccc(Cl)cc2Cl)o1)c1nc2ccccc2s1	95	90	85	105	93	91	96	94
CN1C(=O)C(/C(N)=N/O)=C(N)C12CCCC2	67	89	110	97	104	106	213	120
C=CCCCCCCCCC(=O)OCCCC	102	76	110	107	106	108	98	116
CCCC(CCC(N)=O)(CCC(N)=O)[N+](=O)[O-]	95	82	105	96	100	110	100	99
COc1ccccc1CNCCN1C(=O)c2ccc3c4c(ccc(c24)C1=O)C(=O)N(CCNCc1ccccc1OC)C3=O	-73*	-92*	-80*	-31*	-53*	-100*	-82*	-91*
C=C(C)[C@@H]1CC[C@]2(C(=O)N3CCN(C)CC3)CC[C@]3(C)[C@H](CC[C@@H]4[C@@]5(C)C/C(=C/c6ccco6)C(=O)C(C)(C)[C@@H]5CC[C@]43C)[C@@H]12	90	61	71	99	83	72	71	65
Cc1ccc(NC(=O)CNC(C)(C)C)cc1Cl	105	88	94	81	104	105	84	109
CCN(Cc1ccccc1)c1cccc(C)c1	114	63	99	101	104	103	102	111
Cc1ccccc1C1SCC(=O)N1n1cnnc1 (stereo not given)	102	82	97	112	107	103	108	94
COc1ccc(/C=N/NC(=O)c2cccnc2)c(OC)c1OC	109	94	110	100	104	nt	100	102
CN1CCN(C(=O)c2c3c(n4ccccc24)C(=O)c2ncccc2C3=O)CC1	60	35	70	89	100	72	56	45
CC(C)=CCCC(C)c1ccc(C)c2c1OCN(CCCCCO)C2 (stereo not given)	90	57	89	74	87	95	69	79
Cc1ccc(CN(Cc2ccc(-c3ccccc3S(C)(=O)=NC#N)cc2)C(=O)c2ccccc2Cl)cc1 (stereo not given)	81	47	85	93	115	64	78	79
O=C(N/N=C\c1ccccc1Cl)C(=O)N/N=C\c1ccccc1Cl	106	88	106	109	110	108	106	100
C=C(C)[C@H]1CC2=C(C(=O)OC)C=C(O2)[C@@H]2C[C@@]2(C)[C@H]2C=C(C(=O)O2)[C@H](O)C1	101	79	110	99	94	95	98	104
C=CCOC(=O)C1=C(C)N(CC)C(=O)N(CC)C1c1c(Cl)n(C)c2ccccc12 (stereo not given)	91	65	103	94	89	89	92	89
O=[N+]([O-])c1ccc(N=Cc2ccc3c(c2)OCO3)cc1	101	57	101	110	97	103	106	94
C=C(C)[C@@H]1CC[C@]2(COC(C)=O)CC[C@]3(C)[C@H](CC[C@@H]4[C@@]5(C)CC[C@H](NCOC(C)=O)C(C)(C)[C@@H]5CC[C@]43C)[C@@H]12	87	72	93	117	118	46	89	72
CCCCC(CC)CNc1ncnc2[nH]ncc12 (stereo not given)	101	87	114	106	95	83	nt	97
COc1cc(NC(=O)c2ccccc2-c2ccccc2)c(C(N)=O)cc1OC	105	75	112	101	99	118	109	94
CC1=C(C(=O)O)C(C)CC(=O)N1c1ccccc1 (stereo not given)	105	86	100	108	104	107	101	100
CCC1(C)CC(=O)NC1=O (stereo not given)	117	90&88	118&112	112&106	108&92	113&120	100&107	105&105
C[C@H]1[C@H]2[C@H]3CC[C@@H]4[C@@]5(C)CC[C@H](O)C(C)(C)[C@@H]5CC[C@@]4(C)[C@]3(C)CC[C@]23CO[C@]1(C)[C@@H](C(=O)/C=C\c1ccco1)C3	108	77	103	97	102	111	104	101
O=C(CCc1nnc2sc(-c3cc(O)c(O)c(O)c3)nn12)c1nc2ccccc2[nH]1	109	83	104	117	117	nt	107	107
CC1=C(c2ccccc2)C(O)(c2ccccc2)C(C)C1=O (stereo not given)	106	72	95	110	86	85	83	89
COc1cc2c(cc1OC)-c1cc3c(O)[nH]c(=S)n3c(=O)c1=N2	104	78	105	103	107	103	102	101
COc1ccc(C2OCC(C)(C)CO2)cc1	121	nt	107	106	95	115	nt	100
Cc1c(-c2csc(N/N=C/c3ccc(N(C)C)cc3)n2)nnn1-c1ccc([N+](=O)[O-])cc1	104	79	82	99	102	107	96	94
COc1cccc(C(=O)Nc2cccc(C3CC(=O)c4c(cc(OC)c(OC)c4OC)O3)c2)c1 (stereo not given)	96	74	99	103	100	77	100	92
Nc1nc(-c2ccc(Cl)cc2)cc(-c2cn(-c3ccccc3)nc2-c2ccc(OCc3ccccc3)cc2)n1	110	79	110	90	106	100	96	95
O=C1N(Cc2cccc(F)c2)c2ccccc2S(=O)(=O)N1c1cccnc1Cl	105	91	119	111	108	92	92	98
CN1C(=O)/C(=C/c2ccccc2)S/C1=N/c1nccs1	81	64	97	139	99	87	101	105
CCCCCCCCOC(=O)c1cccnc1	109	97	100	118	98	91	100	104
Cc1ccccc1-n1c(C)nc2ccc(NC(=O)NCCCl)cc2c1=O	103	85	102	105	102	102	95	98
N/N=C/c1cn(-c2ccc(C(=O)O)cc2)nc1-c1ccccc1	75	75	98	106	108	96	104	102
O=[N+]([O-])c1cccc(/C=N/Nc2nc(N/N=C/c3cccc([N+](=O)[O-])c3)nc(N3CCCCC3)n2)c1	49	52	114	109	113	68	106	68
Cc1c(OCC(F)(F)F)ccnc1CS(=O)c1nc2ccccc2[nH]1 (stereo not given)	109&97	83&77	115&102	124&112	107&99	113&99	106&103	109&91
Cn1cnc2c1c(=O)n(CCC(=O)Nc1ccccc1)c(=O)n2C	107	95	96	87	101	106	95	108
O=[N+]([O-])c1cc2c(c([N+](=O)[O-])c1)OCOC2	105	96	107	109	99	103	103	103
CC1(C)Oc2cc3oc(=O)ccc3cc2C[C@@H]1OCCOS(=O)(=O)Cc1ccccc1	103	71	99	nt	101	98	108	86
CCN(CC)S(=O)(=O)c1ccc(-c2nc(C(Cl)Cl)nc3cc(-c4ccccc4)nn23)cc1	83	95	98	111	78	97	30	79
CCCCCCCCCCCCCCCCOc1ccc(C(=O)CC(=O)OC)cc1	103	55	106	108	116	99	89	103
NC(=O)C1(Nc2ccc(-c3ccccc3)cc2)CCCC1	117	83	115	114	102	108	106	93
CN(C)CCCNCc1ccc(-c2ccc(F)c(Cl)c2)o1	32	17	73	43	65	60	50	60
O=C(c1ccccc1)C(Cc1ccccc1)N1CCCCC1 (stereo not given)	106&122	90&106	94&121	98&104	99&91	88&103	97&99	105&105
CN1CCN(CC(=O)Sc2nc(-c3ccco3)cc(-c3ccc(Cl)cc3Cl)n2)CC1	65	55	88	95	97	66	97	81
Nc1cccc(CC(=S)N2CCOCC2)c1	109	72	99	100	102	106	105	97
O=C1CCC(=O)N1c1ccc(Cl)cc1	107	83	109	104	97	103	100	95
CC1(C)Nc2cccc3c(N=Nc4ccc(N=Nc5ccccc5)c5ccccc45)ccc(c23)N1	52	54	96	nt	95	91	122	95
O/N=C\c1cc(-c2ccc(I)cc2)on1	118	87	124	105	89	106	93	96
Nc1ccc2c(c1)C(=O)c1cc(Cl)c(Cl)cc1-2	95	50	98	113	96	90	91	91
COC(=O)c1c(C(=O)OC)c2c3ccccc3c3ccccc3n2c1C(=O)C(F)(F)F	83	66	107	113	99	95	102	93
NS(=O)(=O)c1ccc(Nc2nc(SCC(=O)c3ccc(Cl)cc3)nc3ccccc23)cc1	83	82	110	153	100	91	96	88
O=C(c1ccc(Cl)cc1)C1[C@H](c2ccc(Br)cc2)[C@@H](c2ccccc2)NC12C(=O)Nc1ccccc12 (stereo not given in full)	6.7*	2.5*	13	15	-26*	12	-4.4*	-78*
O=c1c2ccccc2[nH]c2c3c(cn12)nc1ccccn13	71	81	95	125	99	108	96	104
CC(=O)Nc1ccc(Cl)cc1C(N)=O	105	90	103	96	95	99	103	100
CS(=O)(=O)c1ccc(-c2[nH]c3ccc(F)cc3c2/C=N/O)cc1	90	82	70	99	91	97	96	99
COc1ccc2c(c1)/C(=C/c1c(-c3cc(OC)c(OC)c(OC)c3)nc3sccn13)C(=O)N2	29	78	106	102	85	96	96	105
CC(C)CCc1ccccc1O	102&105	91&88	107&110	101	98&96	112	109&106	104&94

Continued:
Structure	IGROV1	UO-31	SK-OV-3	TK-10	OVCAR-5	OVCAR-4	786-0	SN12C
O=S(=O)(OCCCCO)c1ccccc1	104	80	123	105	104	102	105	115
Cc1sc2c(c1C)c(=O)nc1c(-c3nc(-c4ccccc4)cs3)n[nH]n12	97	76	90	145	109	106	103	100
CN(C)C(=O)c1cc(-c2ccc3ncnc(N4CCc5cc(F)c(Cl)cc54)c3c2)cnc1N	-62*	-10*	-33*	-69*	-15*	-17*	-82*	-9.3*
COc1ccc(Cl)[n+]([O-])n1	106	86	98	119	114	102	105	111
NS(=O)(=O)c1ccc(NC(=O)Cn2c(=S)n(-c3ccccc3)c(=O)c3ccccc32)cc1	97	84	nt	94	101	96	100	96
COc1ccc(CC[N+](C)(C)C)cc1OC	76	98	126	124	89	111	75	96
